FEN1 inhibitor = human FEN1 inhibition; P39748; Recombinant FEN1 flap cleavage, fluorescence, 15 min; Potency, µM (doses to about 114 µM), for the others: at the highest dose activity change, negative = inhibition, hits mostly inhibitors; hit rate 0.35% among 390,000; also: nearly all actives have a fitted effect of over 65% in size
Target sequence (P39748 whole entry, looked up): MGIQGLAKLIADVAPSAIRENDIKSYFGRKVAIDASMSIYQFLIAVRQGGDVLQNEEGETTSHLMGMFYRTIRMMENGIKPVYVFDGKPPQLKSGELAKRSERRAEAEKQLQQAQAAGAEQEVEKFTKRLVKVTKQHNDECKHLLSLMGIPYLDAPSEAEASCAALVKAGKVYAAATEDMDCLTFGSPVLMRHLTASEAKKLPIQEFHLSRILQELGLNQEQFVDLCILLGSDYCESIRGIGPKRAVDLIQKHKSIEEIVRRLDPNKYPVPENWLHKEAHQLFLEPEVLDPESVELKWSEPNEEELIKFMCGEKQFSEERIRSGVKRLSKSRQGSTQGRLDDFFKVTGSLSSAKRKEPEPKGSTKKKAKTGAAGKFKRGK
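FEN1 at 10 nM preincubated with compounds 15 min at room temperature, then flap DNA substrate added at 50 nM final. Signal read at 0 and 15 min; concentration-response fitted with four-parameter Hill equation.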
KAT2A inh = GCN5L2 (KAT2A) acetyltransferase inhibition. Q92830. GCN5L2 HAT assay, ThioGlo1 CoA-SH fluorescence. Potency, µM (top dose mostly 58.9 µM), for inactives: at the top dose activity change, negative = inhibition, usual class: inhibitors. hit rate 0.21% among 390,000. AID 504327
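GCN5L2 (20nM final) in 50mM HEPES, 0.1mM EDTA pH 7.5, 0.01% Tween-20 was preincubated 15 min at room temperature with compound, then given ThioGlo1 (50uM), H3(1-25) peptide (75uM) and acetyl-CoA (70uM); CoA-thiol fluorescence (Ex340/Em540) was read at 0 and 20 min.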
DT40 TDP1 CPT = DT40-hTDP1 cell growth loss with CPT | chicken DT40 Tdp1-/-;hTDP1 cells + 20 nM CPT, ATP luminescence, 48 h | Potency, µM (top dose mostly 46.2 µM), inactives show at the top dose activity change, negative = growth inhibition, hits mostly inhibitors | AID 686979 | hit rate 12% among 420,000; also: nearly all actives have a fitted effect of over 55% in size
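Chicken DT40 Tdp1-/- cells complemented with human TDP1, 400 cells/well, exposed to compounds plus 20 nM camptothecin for at least 48 h at 37 C; viability read as ATP content by CellTiter-Glo luminescence.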
Starred values were filed as active, the others as inactive; ? = inconclusive; nt = not tested or not shown; & = joins results of further samples; [ ] = dose if it differs, or a comment. Calls follow the shape of the dose curve; as a rule, active = well fitted curve in the direction sought with a large enough effect; inconclusive = small, poorly fitted or top-dose-only effect, or another doubt; inactive = no such curve, though single readings can be large; an effect the other way counts as inactive or inconclusive. % is scaled to controls: 0 for no effect and ±100 for the full control effect; potency is read from the fitted curve at half-maximal effect. This is a subset; count on the stated rates, not on these rows.

#	compound	FEN1 inhibitor	KAT2A inh	DT40 TDP1 CPT
1	O=C1NC(=O)C(CCc2ccncc2)(CCc2ccncc2)C(=O)N1CCc1ccccc1	1%	-17%	-1%
2	FC(F)(F)c1ccc2c(c1)nnn2C1CCN(Cc2nnnn2Cc2ccccc2)CC1	-12%	-7%	?
3	CCOC(=O)c1c(C)[nH]c(C)c1C(=O)C(Cc1ccccc1)N(C)C (centres undefined)	15%	-10%	?
4	CCCCCCN=Cc1c(O)n(C)c(=O)n(C)c1=O	-2%	-5%	?
5	CNC(C)C#Cc1ccc2oc3cc(C)c(C)cc3c(=O)c2c1 (centres undefined)	-1%	nt	?
6	CC(C)C(=O)N1CCC(CN=Cc2c(O)n(C3CCCCC3)c(=O)n(C3CCCCC3)c2=O)CC1	-18%	-12%	?
7	CCc1ccc(-n2c(O)c(/C=N/N3CCCCC3c3cccnc3)c(=O)[nH]c2=O)cc1 (centres undefined)	17%	-6%	-16%
8	Cc1ccnc(-n2c(C)nc3ccccc3c2=O)c1	-11%	-2%	-28%
9	C[C@@H]1CN(C2CCC(C#N)(c3ccc(F)cc3)CC2)CC[C@]1(C(=O)O)c1ccccc1 (some centres undefined)	-5%	-14%	7%
10	CSc1ncc(Br)c(N2CC2)n1	7%	nt	6%
11	COc1ccc(/C=C2/C(=O)N(Cc3ccco3)C(=O)N(C(C)C)C2=O)cc1	?	?	-2%
12	CSc1nnc(C2CCNCC2)n1C	8%	-1%	1%
13	Fc1ccc(CNCCc2ccccc2)cc1	16%	-14%	?
14	COc1ccccc1CCNCc1ccc(OC)c(OC)c1OC	-12%	-8%	26µM*
15	C=CCC1C(=O)NC(=S)NC1=O	-1%	-25%	-1%
16	Cc1ccccc1NC1=NCCCS1	-2%	-18%	-7%
17	CCCCCc1nc2ccccc2c(=O)n1-c1ccc(Cl)cc1[N+](=O)[O-]	12%	1%	?
18	CCC(=O)N1CC(=O)Nc2ccc(Br)cc2C1c1ccccc1 (centres undefined)	15%	-12%	-7%
19	CCCCOc1ccc(C(=O)NCCc2csc(-c3ccc(OC)cc3)n2)cc1	-32%	-9%	4.6µM*
20	CCN(CC)c1ccc(/C=C2/C(=O)NC(=O)N(CC3CCCO3)C2=O)cc1 (centres undefined)	?	-18%	-24%

5 of the compounds above, with values under each structure.
Every second line gives: FEN1 inhibitor	KAT2A inh	DT40 TDP1 CPT
9	C[C@@H]1CN(C2CCC(C#N)(c3ccc(F)cc3)CC2)CC[C@]1(C(=O)O)c1ccccc1 (some centres undefined)
→ -5%	-14%	7%
3	CCOC(=O)c1c(C)[nH]c(C)c1C(=O)C(Cc1ccccc1)N(C)C (centres undefined)
→ 15%	-10%	?
2	FC(F)(F)c1ccc2c(c1)nnn2C1CCN(Cc2nnnn2Cc2ccccc2)CC1
→ -12%	-7%	?
20	CCN(CC)c1ccc(/C=C2/C(=O)NC(=O)N(CC3CCCO3)C2=O)cc1 (centres undefined)
→ ?	-18%	-24%
18	CCC(=O)N1CC(=O)Nc2ccc(Br)cc2C1c1ccccc1 (centres undefined)
→ 15%	-12%	-7%

From compound 1 as far as 6, copied from above:
#	compound	FEN1 inhibitor	KAT2A inh	DT40 TDP1 CPT
1	O=C1NC(=O)C(CCc2ccncc2)(CCc2ccncc2)C(=O)N1CCc1ccccc1	1%	-17%	-1%
2	FC(F)(F)c1ccc2c(c1)nnn2C1CCN(Cc2nnnn2Cc2ccccc2)CC1	-12%	-7%	?
3	CCOC(=O)c1c(C)[nH]c(C)c1C(=O)C(Cc1ccccc1)N(C)C (centres undefined)	15%	-10%	?
4	CCCCCCN=Cc1c(O)n(C)c(=O)n(C)c1=O	-2%	-5%	?
5	CNC(C)C#Cc1ccc2oc3cc(C)c(C)cc3c(=O)c2c1 (centres undefined)	-1%	nt	?
6	CC(C)C(=O)N1CCC(CN=Cc2c(O)n(C3CCCCC3)c(=O)n(C3CCCCC3)c2=O)CC1	-18%	-12%	?

(next part)
#	compound	FEN1 inhibitor	KAT2A inh	DT40 TDP1 CPT
21	COc1cc(N)c(Cl)cc1C(=O)NC1CN2CCC1CC2 (centres undefined)	nt	-1%	-5%
22	CN1CCc2cccc(Cl)c2CC1	7%	-5%&3%	-7%
23	CC(=O)O[C@]1(c2ccccc2)CCN(C)[C@H]2CCCC[C@@H]21	2%	-1%	-6%
24	CC/C(=N\NC(=S)Nc1ccccc1)c1c(O)[nH]c(=O)[nH]c1=O	-7%	-5%	9%
25	C[C@]12CC[C@@H]3c4ccc(O)c(O)c4CC[C@H]3[C@@H]1CC[C@@H]2O	?	-11%	26µM*
26	Cc1ccsc1C(=O)C1CCCN(Cc2ccc(-n3cccn3)cc2)C1 (centres undefined)	1%	?	21µM*
27	COC(=O)C1=C(c2cccc(OC)c2OC)C[C@@H]2CC[C@H]1N2C(=O)N1CCOCC1	-2%	nt	-22%
28	Cc1ccc(S(=O)(=O)N2CCN(C(=O)COC(=O)Cc3ccccc3)CC2)c(C)c1	9%	-7%	-19%
29	CCCCC1(CCCC)C(=O)NC(=Nc2cccc(C)c2)NC1=O	2%	0%	16µM*
30	C=CCn1c(O)c(/C=N/N2CCCCC2c2cccnc2)c(=O)[nH]c1=S (centres undefined)	7%	-3%	-21%
31	CCCN(CCc1cccs1)[C@H]1CCc2c(O)cccc2C1	nt	-3%	?
32	CC(C)OS(C)(=O)=O	2%	-3%	5%
33	CN=C(SCC(=O)c1cccc(Cl)c1)c1c(O)n(C)c(=O)n(C)c1=O	-6%	-9%	-17%
34	COc1c(CC=C(C)C)c2c(c3oc(=O)c(-c4ccc(O)cc4)c(O)c13)C=CC(C)(C)O2	nt	?	-11%
35	COc1cccc(-n2c(O)c(C=NCCN3CCOCC3)c(=O)[nH]c2=O)c1	8%	14µM*	1%
36	C=C(C)CC1(CC)C(=O)NC(=S)NC1=O	-13%	nt	8%
37	CC(=O)C1C2c3ccccc3OC1(C)N=c1s/c(=C/c3cn(C)nc3C)c(=O)n12 (centres undefined)	-2%	-13%	-8%
38	Cc1ccc(C)c(N2CCN(c3nc4ccc(Cl)cc4n4cnnc34)CC2)c1	3%	-5%	18µM*
39	Cc1cccc(N(CC(=O)NCCSc2ccc(Cl)cc2)S(=O)(=O)c2ccccc2)c1C	-8%	-8%	?
40	c1cncc(CNC2=NCCCCC2)c1	1%	-24%	2%

Complete entries, quoted from the list. Values in the order: FEN1 inhibitor	KAT2A inh	DT40 TDP1 CPT
CC(C)OS(C)(=O)=O is listed as 2%	-3%	5%
C[C@]12CC[C@@H]3c4ccc(O)c(O)c4CC[C@H]3[C@@H]1CC[C@@H]2O is listed as ?	-11%	26µM*

(more compounds)
#	compound	FEN1 inhibitor	KAT2A inh	DT40 TDP1 CPT
41	O=C(Nc1ccc(Cl)cc1C(=O)c1ccccc1)c1ccc(Br)o1	6%	-4%	-20%
42	CC(NC(C)(C)C)C(=O)c1cccc(Cl)c1 (centres undefined)	0%	?	-3%&-97%&20%
43	O=C1NC2C(=CC(O)C(O)C2O)c2cc3c(cc21)OCO3 (centres undefined)	4%	nt	0.41µM*
44	CCc1ccc(NC(=O)c2ccc(F)c(S(=O)(=O)N3CCc4ccccc4C3)c2)cc1	-13%	-5%	?
45	C/C=C(\C)C(=O)N[C@@H](c1ccccc1)[C@@H](O)C(=O)O[C@H]1C[C@@]2(O)[C@@H](OC(=O)c3ccccc3)C3[C@](C)(C(=O)[C@H](OC(C)=O)C(=C1C)C2(C)C)[C@H](O)C[C@H]1OC[C@@]31OC(C)=O (some centres undefined)	11%	-8%	0.13µM*
46	COc1ccc2c(c1)NP(=S)(c1ccccc1)N2C (centres undefined)	-27%	nt	14%
47	Cc1cc(C)cc(OCC(=O)Nc2ccc(Cl)cc2C(=O)c2ccccc2)c1	-1%	1%	-5%
48	O=C(c1cccc(C(F)(F)F)c1)N1C[C@H]2C[C@@H](C1)c1cccc(=O)n1C2	4%	-11%	8%
49	C=CC(C)C(C(=O)c1ccccc1)N(C)C (centres undefined)	0%	2%	-11%
50	CCS(=O)(=O)Nc1ccc(C2=NN(C(=O)c3ccco3)C(c3ccc(Cl)o3)C2)cc1 (centres undefined)	3%	-1%	?
51	CC/C(=N\NC(=O)c1ccccc1)c1c(O)n(Cc2ccccc2)c(=O)[nH]c1=O	-3%	-6%	9%
52	COC(=O)C1=C(c2ccc(OC(F)(F)F)cc2)C[C@@H]2CC[C@H]1N2C(=O)N1CCC(C)CC1	-25%	-30%	6.5µM*
53	CCCCCCCCCC(=O)O[C@H]1CC[C@H]2[C@@H]3CCC4=CC(=O)CC[C@@H]4[C@H]3CC[C@]12C	nt	1%	19%
54	O=C(C(=O)N1CCOCC1)c1cn(Cc2ccccc2F)c2ccccc12	18%	1%	-23%
55	Cn1c(C(=O)N2CCC3(CC2)OCCO3)cc2c(=O)n(C)c3ccccc3c21	-20%	0%	-27%
56	COc1cc2c(cc1OC)C13CCN4CC5=CCOC(CC(=O)O)C(C5CC41)C3N2 (centres undefined)	-4%	nt	-28%
57	O=C(NC1CC1)c1cn(Cc2ccccc2)nc1-c1ccccc1	-3%	2%	12%
58	CC1CCN(C(=O)Cn2c3ccccc3c3nc4n(c(=O)c32)CCCS4)CC1	-15%	-5%	23µM*
59	C=C1C(C)C2C(Cc3ccccc3)NC(=O)C23OC(=O)/C=C/C(O)CCCC(C)C/C=C/C3C1O (centres undefined)	-7%	nt	1.5µM*
60	CC1=NN(c2ccccc2)C(=O)C1/C=C1\C(=O)NC(=O)N(c2ccc(C)c(C)c2)C1=O (centres undefined)	1%	1%[0.501 µM]	?

Shown with two lines to a compound: entries from further up
Under each structure: FEN1 inhibitor, KAT2A inh, DT40 TDP1 CPT
15	C=CCC1C(=O)NC(=S)NC1=O
    -1%, -25%, -1%
16	Cc1ccccc1NC1=NCCCS1
    -2%, -18%, -7%

Remaining list, next part
#	compound	FEN1 inhibitor	KAT2A inh	DT40 TDP1 CPT
61	COc1ccc(C2C=C(c3ccccc3)Nc3nc(NC(=O)/C=C/c4ccccc4Cl)nn32)cc1 (centres undefined)	4%	-11%	5.2µM*
62	O=c1cccc2n1CC1CC2CN(S(=O)(=O)c2cc(Cl)ccc2Cl)C1 (centres undefined)	2%	-3%	-13%
63	Cc1ccc2c(c1)CC1(CN2C)C(=O)NC(=O)N(C(C)C)C1=O (centres undefined)	12%	-5%	18µM*
64	COC(=O)N1CCC2(CCN(CC(C)C)CC2)CC1	nt	-7%	-7%
65	COc1ccc(CCNc2nc3ccc(Cl)cc3n3cnnc23)cc1OC	-15%	-6%	18µM*
66	CC1=CC(=O)NP(=O)(Oc2ccc3ccccc3c2)N1 (centres undefined)	5%	32µM*	9.2µM*
67	CCOC(=O)c1ccc(N2C(=O)c3[nH]nc(-c4ccccc4)c3C2c2ccc(C(C)C)cc2)cc1 (centres undefined)	-32%	-18%	?
68	O=S1(=O)N(Cc2ccc(F)cc2)CCCN1Cc1ccccc1Cl	-16%	-2%	-9%
69	CNC(C)C(O)c1ccc(O)cc1 (centres undefined)	nt	1%	2%&1%
70	Cc1ccccc1-n1c(/C=C/c2c(C)[nH]c3ccccc23)nc2ccccc2c1=O	-8%	-10%	2.1µM*
71	Nc1ccc(N)cc1	nt	10%&-3%	-22%
72	CC1(O)CCC2C3CCC4=CC(=O)CCC4(C)C34OC4CC21C (centres undefined)	2%	nt	0%
73	COc1ccccc1N1CCN(C(CNC(=O)Oc2ccccc2)c2cccnc2)CC1 (centres undefined)	-5%	3%	?
74	CCOP(=O)(OCC)c1cccc(OP(=O)(c2cccc([N+](=O)[O-])c2)c2cccc([N+](=O)[O-])c2)c1	-2%	-11%	8%
75	C#CC1(OC(=O)c2ccccc2)CC(C)N(C)CC1C (centres undefined)	1%	-2%	-9%
